RECQ1 inh: inhibitors of human RECQ1 DNA helicase | P46063 | RECQ1 DNA unwinding, red fluorescence kinetic read | Potency, µM (series often up to 57.3 µM), for the others: at the highest dose activity, negative = inhibition, usual class: inhibitors | actives 0.54% (n = 240,000) | AID 2549;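 also: plate controls were vehicle for no effect and no enzyme for full effect; nearly all actives have a fitted effect of over 30% in size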
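RECQ1T1 50 nM; forked duplex (20 bp + 30-nt ss tails) 200 nM, ATP 2 mM final; pH 8.0, 2 mM MgCl2, 2.5 ug/ml poly(dI-dC); 15 min compound preincubation; discontinuous kinetic read over 2 h at RT.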
Tau FP inhib: tau fibrillization inhibition (FP); P10636; K18 P301L tau heparin fibrillization, Alexa594 FP, 6 h; Potency, µM (series often up to 57.7 µM), inactives show at the highest dose activity, negative = inhibition, usual class: inhibitors; actives 0.39% (n = 280,000); AID 1468; also: nearly all actives have a fitted effect of over 55% in size
Target sequence (P10636 561-689 P618L limits assumed): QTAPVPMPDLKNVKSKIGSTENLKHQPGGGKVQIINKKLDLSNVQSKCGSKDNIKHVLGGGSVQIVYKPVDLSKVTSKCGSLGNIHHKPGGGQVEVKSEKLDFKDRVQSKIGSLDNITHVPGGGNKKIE
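Steps: dispense K18 P301L tau (15 uM plus 0.24 uM Alexa 594 tracer, final) in pH 7 sodium acetate; add compound; add heparin (20 uM final); incubate 6 hr, 37 C; add ThT (30 uM final); after 1 hr ambient, read FP.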
GoLoco inh red: inhibitors of human Gai1-RGS12 GoLoco interaction (red fluorophore). P63096. Gai1:RGS12 GoLoco peptide FP, rhodamine, 10 min. Potency, µM (titrated, usually from 61.6 µM), without a hit: at the highest dose activity, negative = inhibition, usual class: inhibitors. actives 0.44% (n = 230,000). AID 880; active = well fitted inhibition curve with a large enough effect, not every such curve was filed as active; inactive = no such curve, though single readings can be large or run the other way; also: nearly all actives have a fitted effect of over 30% in size; many of its hits are not listed in these tables
Target sequence (P63096 whole entry, looked up): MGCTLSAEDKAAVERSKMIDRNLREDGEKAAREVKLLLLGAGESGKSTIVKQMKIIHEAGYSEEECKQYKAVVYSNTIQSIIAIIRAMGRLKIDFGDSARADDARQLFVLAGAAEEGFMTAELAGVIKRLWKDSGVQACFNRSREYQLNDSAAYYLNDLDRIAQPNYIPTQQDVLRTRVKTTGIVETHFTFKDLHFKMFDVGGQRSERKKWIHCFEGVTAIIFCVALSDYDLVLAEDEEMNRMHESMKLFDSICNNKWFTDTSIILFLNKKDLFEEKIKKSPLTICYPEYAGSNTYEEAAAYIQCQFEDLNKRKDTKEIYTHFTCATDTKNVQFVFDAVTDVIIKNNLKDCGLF
Tau fibril ThT: inhibitors of human tau fibril formation, thioflavin T binding; P10636; recombinant tau K18 P301L (four-repeat tau fragment), heparin-induced fibrillization, ThT fluorescence; Potency, µM (series often up to 57.4 µM), for inactives: at the top dose activity, negative = inhibition, usual class: inhibitors; actives 2.1% (n = 270,000); also: nearly all actives have a fitted effect of over 55% in size
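K18 P301L tau (15 uM + 0.24 uM Alexa 594-tagged), heparin 20 uM, NaOAc pH 7, 6 h 37 C; ThT 30 uM, 1 h RT, ex 450/em 510 nm.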
KDM4E inh: blocks human JMJD2E demethylase activity; JMJD2E catalytic domain, FDH-coupled NADH fluorescence (FDH is formaldehyde dehydrogenase); Potency, µM (highest dose often 57.1 µM), for the others: at the top dose activity change, negative = inhibition, actives largely listed as inhibitors; actives 1.6% (n = 230,000); B2RXH2; active = well fitted inhibition curve with a large enough effect, not every such curve was filed as active; inconclusive = small, poorly fitted or top-dose-only effect, or another doubt; inactive = no such curve, though single readings can be large or run the other way;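 also: 0% = wells with enzyme and -100% = buffer wells without enzyme; nearly all actives have a fitted effect of over 50% in size; many of its hits are not listed in these tables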
Target sequence (B2RXH2 1-337 limits assumed): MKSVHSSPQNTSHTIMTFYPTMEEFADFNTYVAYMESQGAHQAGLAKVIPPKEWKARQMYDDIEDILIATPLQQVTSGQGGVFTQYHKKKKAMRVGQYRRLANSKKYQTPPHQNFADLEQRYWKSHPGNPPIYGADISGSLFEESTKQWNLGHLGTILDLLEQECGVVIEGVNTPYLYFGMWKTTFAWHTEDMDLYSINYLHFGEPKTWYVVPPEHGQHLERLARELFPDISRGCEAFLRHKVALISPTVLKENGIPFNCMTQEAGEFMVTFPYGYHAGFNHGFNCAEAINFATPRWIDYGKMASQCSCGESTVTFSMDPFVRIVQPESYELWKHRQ
TexasRed fluor: counter-screen for TRb-SRC2 inhibitors: fluorescence interference | TRb/SRC2 Texas Red total fluorescence interference | actives 0.29% (n = 280,000) | Potency, µM (doses to about 106 µM), inactives show at the highest dose fluorescence change, negative = quenching | AID 1479; active = well fitted curve in either direction with a large enough effect; inconclusive = small, poorly fitted or top-dose-only effect
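Flags fluorescent or light-absorbing compounds by total fluorescence, S + 2P, at 555 nm excitation and 632 nm emission. Mixture: 20 nM Texas Red SRC2 peptide, 0.6 uM human TRb LBD, 1 uM T3, 5% DMSO; compound exposure 5 h at ambient temperature.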
L3MBTL1 inh: L3MBTL1 (human) inhibition; AlphaScreen L3MBTL1–H3K9me1 peptide binding; actives 0.66% (n = 230,000); AID 485360; Q9Y468; Potency, µM (doses to about 57.1 µM), for inactives: top-dose activity, negative = inhibition, usual class: inhibitors; also: nearly all actives have a fitted effect of over 60% in size
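Displacement of a biotinylated histone H3(1-15) peptide monomethylated at Lys9 (75 nM) from L3MBTL1 (50 nM) was measured by AlphaScreen after a 30 min room-temperature compound incubation; cefsulodin titration served as intraplate control.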
TRb-SRC2 inh: TRbeta-SRC2 interaction inhibition. P10828. TRbeta-SRC2 peptide binding, fluorescence polarization; receptor liganded with 1 µM T3. Potency, µM (series often up to 106 µM), inactives show at the highest dose activity change, negative = inhibition, usual class: inhibitors. actives 0.065% (n = 280,000);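 also: plate controls were bound peptide for no effect and peptide without receptor for full effect; nearly all actives have a fitted effect of over 50% in size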
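Compounds were added to 0.6 uM TRb ligand-binding domain and 20 nM Texas Red-labeled SRC2 peptide in Tris buffer containing 1 uM T3, incubated 5 hr at ambient temperature, then read by fluorescence polarization.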
* marks the source's active call; other numbers are inactive results; [ ] = another dose, or the depositor's remark. Unless noted, calls follow the shape of the dose curve; as a rule, active = well fitted curve in the direction sought with a large enough effect; inconclusive = small, poorly fitted or top-dose-only effect, or another doubt; inactive = no such curve, though single readings can be large; an effect the other way counts as inactive or inconclusive. Unless noted, % is scaled to controls: 0 for no effect and ±100 for the full control effect; potency is read from the fitted curve at half-maximal effect. An excerpt; the hit share may differ from the screen's.

What do the screens show for `COc1cccc(CNC(=O)c2cc(=O)[nH]c3ccc(S(=O)(=O)N4CCCCC4)cc23)c1`?
Tau FP inhib: -10%; Tau fibril ThT: -2%; TexasRed fluor: 4%; TRb-SRC2 inh: 4%

Results for COc1ccc(CNC(=O)CCS(=O)(=O)c2cc(Br)cc3c2N(C(=O)C2CC2)CC3)cc1 ?
Tau FP inhib: 7%; Tau fibril ThT: -8%; TexasRed fluor: -1%; TRb-SRC2 inh: 2%

Results for Cc1ccc(C(CC(=O)Nc2ccc(F)c(Cl)c2)N2Cc3ccccc3C2=O)cc1 (stereo unspecified) ?
Tau FP inhib: inconclusive; Tau fibril ThT: 20%; TexasRed fluor: -1%; TRb-SRC2 inh: 6%

What do the screens show for `CCCCOc1cccc(C(=O)NC(=S)Nc2cccc(C(F)(F)F)c2)c1`?
RECQ1 inh: -3%; Tau FP inhib: -9%; GoLoco inh red: 5%; Tau fibril ThT: -15%; KDM4E inh: -7%; TexasRed fluor: 0%; L3MBTL1 inh: -3%; TRb-SRC2 inh: 2%

What do the screens show for `O=C(O)c1ccc(NC2=C/C(=N/S(=O)(=O)c3ccccc3)c3ccccc3C2=O)cc1`?
RECQ1 inh: -7%; Tau FP inhib: inconclusive; GoLoco inh red: 1%; Tau fibril ThT: 14µM*; KDM4E inh: -20%; TexasRed fluor: -9%; TRb-SRC2 inh: inconclusive

Results for CCc1ccc2[nH]c(=O)c(CN(Cc3ccc(F)cc3)C(c3nnnn3CCN3CCOCC3)C(C)C)cc2c1 (stereo unspecified) ?
RECQ1 inh: -6%; Tau FP inhib: -6%; GoLoco inh red: -2%; Tau fibril ThT: -7%; KDM4E inh: inconclusive; TexasRed fluor: 0%; TRb-SRC2 inh: 8%

Results for CCOC(=O)c1c(NC(NC(C)=O)C(Cl)(Cl)Cl)sc2c1CCCC2 (stereo unspecified) ?
RECQ1 inh: 6%; Tau FP inhib: 3%; GoLoco inh red: -11%; Tau fibril ThT: 2%; KDM4E inh: -3%; TexasRed fluor: -4%; L3MBTL1 inh: -2%; TRb-SRC2 inh: -2%

How did Cc1ccc(C(=O)N/N=C\c2ccc(-c3ccc([N+](=O)[O-])cc3)o2)cn1 do in these assays?
RECQ1 inh: inactive; Tau FP inhib: 6%; GoLoco inh red: 12%; Tau fibril ThT: 3.2µM*; KDM4E inh: -15%; TexasRed fluor: -4%; L3MBTL1 inh: 5%; TRb-SRC2 inh: 2%

Results for Cc1c(Cl)cccc1NC(=S)NCc1ccc2c(c1)OCO2 ?
RECQ1 inh: -3%; Tau FP inhib: -7%; GoLoco inh red: 12%; Tau fibril ThT: -11%; KDM4E inh: 0%; TexasRed fluor: 0%; L3MBTL1 inh: -3%; TRb-SRC2 inh: -4%

What do the screens show for `COCCN(C(=O)CSc1nnc(Nc2ccccc2F)s1)c1c(N)n(Cc2ccccc2)c(=O)[nH]c1=O`?
RECQ1 inh: -14%; Tau FP inhib: 8%; GoLoco inh red: 11%; Tau fibril ThT: -8%; KDM4E inh: 0%; TexasRed fluor: -2%; TRb-SRC2 inh: -4%

How did Cc1onc(-c2ccccc2)c1C(=O)N/N=C/c1c[nH]c2ccccc12 do in these assays?
RECQ1 inh: -10%; Tau FP inhib: inconclusive; GoLoco inh red: 8%; Tau fibril ThT: -17%; KDM4E inh: 6%; TexasRed fluor: -2%; L3MBTL1 inh: -10%; TRb-SRC2 inh: 3%

How did CC(=O)Nc1ccc(NC(=O)C(c2ccccc2)N2Cc3ccccc3C2=O)cc1 (stereo unspecified) do in these assays?
Tau FP inhib: 1%; Tau fibril ThT: 0%; TexasRed fluor: 100µM*[quencher]; TRb-SRC2 inh: -17%

A portion from further up, as a working copy:
Results for CCc1ccc2[nH]c(=O)c(CN(Cc3ccc(F)cc3)C(c3nnnn3CCN3CCOCC3)C(C)C)cc2c1 (stereo unspecified) ?
RECQ1 inh: -6%; Tau FP inhib: -6%; GoLoco inh red: -2%; Tau fibril ThT: -7%; KDM4E inh: inconclusive; TexasRed fluor: 0%; TRb-SRC2 inh: 8%

Results for CCOC(=O)c1c(NC(NC(C)=O)C(Cl)(Cl)Cl)sc2c1CCCC2 (stereo unspecified) ?
RECQ1 inh: 6%; Tau FP inhib: 3%; GoLoco inh red: -11%; Tau fibril ThT: 2%; KDM4E inh: -3%; TexasRed fluor: -4%; L3MBTL1 inh: -2%; TRb-SRC2 inh: -2%

How did Cc1ccc(C(=O)N/N=C\c2ccc(-c3ccc([N+](=O)[O-])cc3)o2)cn1 do in these assays?
RECQ1 inh: inactive; Tau FP inhib: 6%; GoLoco inh red: 12%; Tau fibril ThT: 3.2µM*; KDM4E inh: -15%; TexasRed fluor: -4%; L3MBTL1 inh: 5%; TRb-SRC2 inh: 2%

Results for Cc1c(Cl)cccc1NC(=S)NCc1ccc2c(c1)OCO2 ?
RECQ1 inh: -3%; Tau FP inhib: -7%; GoLoco inh red: 12%; Tau fibril ThT: -11%; KDM4E inh: 0%; TexasRed fluor: 0%; L3MBTL1 inh: -3%; TRb-SRC2 inh: -4%

Next compounds:
What do the screens show for `CCOc1ccc(-c2nc3n(c(=O)c2C#N)CCCS3)cc1`?
RECQ1 inh: -1%; Tau FP inhib: -3%; GoLoco inh red: 10%; Tau fibril ThT: -13%; KDM4E inh: inconclusive; TexasRed fluor: -1%; L3MBTL1 inh: 49%[activator][11.4 µM]; TRb-SRC2 inh: 9%

Results for CC(C)NC(NC(=O)/C=C/c1ccccc1)C(Cl)(Cl)Cl (stereo unspecified) ?
RECQ1 inh: 13%; Tau FP inhib: -1%; GoLoco inh red: 0%; Tau fibril ThT: -7%; KDM4E inh: -1%; TexasRed fluor: -2%; L3MBTL1 inh: 3%; TRb-SRC2 inh: -1%

Results for CCOC(=O)N1CCN(c2ccc(C(C)=O)cc2F)CC1 ?
RECQ1 inh: -4%; Tau FP inhib: 6%; GoLoco inh red: -18%; Tau fibril ThT: 14%; KDM4E inh: 2%; TexasRed fluor: 0%; L3MBTL1 inh: 32%[activator]; TRb-SRC2 inh: -14%

How did CCOC(=O)c1csc(NC(=O)CSc2nnnn2-c2cccc(OC)c2)n1 do in these assays?
RECQ1 inh: -18%; Tau FP inhib: -12%; GoLoco inh red: 8%; Tau fibril ThT: -14%; KDM4E inh: -1%; TexasRed fluor: 3%; L3MBTL1 inh: -4%; TRb-SRC2 inh: -12%

How did CCCCCOP(=O)(c1ccccc1)c1ccccc1 do in these assays?
RECQ1 inh: -3%; Tau FP inhib: 11%; GoLoco inh red: 12%; Tau fibril ThT: 0%; KDM4E inh: 0%; TexasRed fluor: 0%; L3MBTL1 inh: 12%; TRb-SRC2 inh: 2%

Results for CCc1ccc(C(=O)Nc2nnn(CC)n2)cc1 ?
RECQ1 inh: -3%; Tau FP inhib: 1%; GoLoco inh red: -4%; Tau fibril ThT: 9%; KDM4E inh: -7%; TexasRed fluor: -1%; L3MBTL1 inh: 29%[11.4 µM]; TRb-SRC2 inh: 12%

How did CCNC(=O)NC(=O)C(C)OC(=O)c1oc2ccc(OCC)cc2c1C (stereo unspecified) do in these assays?
RECQ1 inh: -1%; Tau FP inhib: 0%; GoLoco inh red: 15%; Tau fibril ThT: -2%; KDM4E inh: inconclusive; TexasRed fluor: 1%; L3MBTL1 inh: -2%; TRb-SRC2 inh: 3%

Results for CCOC(=O)N1CCC(NC(=O)C(C)n2c3ccccc3c3cnn(C)c(=O)c32)CC1 (stereo unspecified) ?
RECQ1 inh: inactive; Tau FP inhib: 0%; GoLoco inh red: 7%; Tau fibril ThT: 4%; KDM4E inh: inconclusive; TexasRed fluor: 1%; L3MBTL1 inh: 4%; TRb-SRC2 inh: 1%

How did CCCCN(C)C(=O)c1nc2ccccn2c1CN(C)Cc1csc(C)n1 do in these assays?
RECQ1 inh: inactive; Tau FP inhib: -3%; GoLoco inh red: -3%; Tau fibril ThT: 0%; KDM4E inh: 2%; TexasRed fluor: -3%; L3MBTL1 inh: inconclusive; TRb-SRC2 inh: -5%

How did CCCCNC(=O)c1cn(C)c2ccc(S(=O)(=O)N3CCCC3)cc2c1=O do in these assays?
Tau FP inhib: -3%; Tau fibril ThT: 4%; TexasRed fluor: 0%; TRb-SRC2 inh: 0%

How did Cc1cc(C(F)(F)F)c(C#N)c(Sc2ccccc2)n1 do in these assays?
RECQ1 inh: 12%; Tau FP inhib: 4%; GoLoco inh red: -3%; Tau fibril ThT: -3%; KDM4E inh: -2%; TexasRed fluor: -1%; L3MBTL1 inh: 158%[activator]; TRb-SRC2 inh: 4%

What do the screens show for `O=C(O)/C=C/C(=O)NNc1ncnc2ccccc12`?
RECQ1 inh: inactive; Tau FP inhib: -1%; GoLoco inh red: -5%; Tau fibril ThT: inconclusive; KDM4E inh: -10%; TexasRed fluor: 0%; TRb-SRC2 inh: 3%

Results for CC(=O)Nc1cccc(NC(=O)c2cc(-c3cccnc3)nc3ccc(Br)cc23)c1 ?
RECQ1 inh: inactive; Tau FP inhib: inconclusive; GoLoco inh red: 18%; Tau fibril ThT: -4%; KDM4E inh: -11%; TexasRed fluor: -10%; L3MBTL1 inh: 4%; TRb-SRC2 inh: 0%

How did COc1ccccc1/C(C)=N/NC(=S)NCc1ccccc1 do in these assays?
RECQ1 inh: inactive; Tau FP inhib: -1%; GoLoco inh red: 6%; Tau fibril ThT: -13%; KDM4E inh: 5%; TexasRed fluor: -4%; L3MBTL1 inh: inconclusive; TRb-SRC2 inh: -5%

Results for CC(c1ccco1)N(C(=O)c1ccc(F)cc1)c1ccccn1 (stereo unspecified) ?
RECQ1 inh: inactive; Tau FP inhib: 2%; GoLoco inh red: -20%; Tau fibril ThT: 4%; KDM4E inh: -8%; TexasRed fluor: -1%; L3MBTL1 inh: -18%; TRb-SRC2 inh: 0%
